# Screening results from PubChem.
# HTRA1 inhibitor – HTRA1 (human) protease inhibition. actives 0.5% (n = 340,000). AID 504803. inhibition, % at 5.96 µM. recombinant HTRA1, FP-rhodamine activity-based probe, fluorescence polarization; in the data active = inhibition above about 36%;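 also: 0% = enzyme with DMSO and 100% = wells lacking enzyme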
# PRMT1 FP inh – blocks human protein arginine methyltransferase 1. Q99873. recombinant PRMT1, activity-based probe fluorescence polarization. inhibition, % at 2.79 µM. actives 1.3% (n = 370,000). AID 652257;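 active = inhibition above about 21% made by adding two undisclosed values, limit read from the data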
# ABHD4 inh – ABHD4 (mouse) inhibition, primary FP screen | inhibition, % at 8.92 µM | actives 0.54% (n = 370,000) | AID 720543 | Q8VD66 | purified mABHD4, FP-Rh probe fluorescence polarization;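 active = inhibition exceeding the mean over every tested compound plus 3 SD, cut at about 30% in these data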;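 also: 0% = plate median of compound wells and 100% = S159A mutant with DMSO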
# Target sequence (Q8VD66 whole entry, looked up): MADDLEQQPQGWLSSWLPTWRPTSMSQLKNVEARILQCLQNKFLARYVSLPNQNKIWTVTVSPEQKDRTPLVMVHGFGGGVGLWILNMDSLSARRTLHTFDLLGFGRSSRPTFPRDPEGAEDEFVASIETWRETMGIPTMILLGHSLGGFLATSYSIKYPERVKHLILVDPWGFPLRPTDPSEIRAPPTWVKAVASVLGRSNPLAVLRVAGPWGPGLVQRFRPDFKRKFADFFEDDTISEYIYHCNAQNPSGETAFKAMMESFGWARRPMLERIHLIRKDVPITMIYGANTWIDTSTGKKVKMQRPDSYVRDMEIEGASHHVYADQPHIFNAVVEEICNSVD
#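 Material: mouse ABHD4 enzyme, wild type; Benchmarks: S159A mutant high control, sample median low control; Buffer or medium: HEPES pH 7.0, NaCl, Pluronic buffer; Signal: fluorescence polarization; Read-out: percent inhibition of probe binding, normalized to plate controls; Timing: pre-incubation 45 min, probe exposure 60 min, at 25 °C; Dosing: 8.92 µM, single dose.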
# MBD2 inh – inhibitors of human MBD2 binding to methylated oligonucleotide; Q9UBB5; TR-FRET; inhibition, % at 4.4 µM; actives 0.31% (n = 370,000); in the data active = inhibition above about 13%
# Target sequence (Q9UBB5 whole entry, looked up): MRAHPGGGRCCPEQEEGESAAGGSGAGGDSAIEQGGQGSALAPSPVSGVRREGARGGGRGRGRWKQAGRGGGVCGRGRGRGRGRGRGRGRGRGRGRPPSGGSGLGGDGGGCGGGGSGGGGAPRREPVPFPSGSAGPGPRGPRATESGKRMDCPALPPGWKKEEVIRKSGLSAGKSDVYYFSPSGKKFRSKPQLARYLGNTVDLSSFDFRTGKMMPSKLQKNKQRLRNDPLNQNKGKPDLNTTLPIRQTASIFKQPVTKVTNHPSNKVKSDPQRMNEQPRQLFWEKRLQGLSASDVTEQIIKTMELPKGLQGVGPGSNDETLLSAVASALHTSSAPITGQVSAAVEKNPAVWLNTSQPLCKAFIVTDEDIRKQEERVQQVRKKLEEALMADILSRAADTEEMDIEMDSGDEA
# NPR2 activator – GC-B (human) receptor activation; activation, % at 10 µM; HEK293-GC-B cells, CNP EC30, cGMP TR-FRET; 0% at EC30 CNP, 100% saturating CNP; AID 1920062; actives 0.11% (n = 370,000);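 active = activation at 10 µM reaching about 35% in either raw or pattern-adjusted values, limit read from the data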
# SIAE primary – inhibitors of human sialic acid acetylesterase SIAE | inhibition, % at 9.66 µM | SIAE FP-Rh probe binding, fluorescence polarization | AID 1053197 | actives 0.69% (n = 370,000) | Q9HAT2;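 active = inhibition above a cutoff: mean of compounds within the control limits plus 3 SD of those, cut at about 17% in these data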;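 also: 0% = plate median of compound wells and 100% = probe without SIAE protein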
# TDP2 absorb – blocks human TDP2 phosphodiesterase activity | recombinant TDP2, T5PNP hydrolysis, p-nitrophenol absorbance 415 nm | actives 0.34% (n = 370,000) | O95551 | inhibition, % at 12.8 µM;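 active = inhibition above the mean of all tested compounds plus 3 SD, set per campaign, cut at about 25% in these data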;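 also: 0% = DMSO with enzyme and 100% = buffer with substrate but no TDP2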
#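 Evaluation: % inhibition relative to enzyme-containing and enzyme-free wells. Material: recombinant human TDP2. Benchmarks: enzyme-free and DMSO wells. Timing: enzyme reaction with compound for 2 h at 37 °C. Compound dosing: 12.8 µM only. Measured by: p-Nitrophenol epi absorbance. Reagent: T5PNP substrate at 5 mM, a TopII-DNA adduct mimic. Replication: single well per compound.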
# TCR CD3 inh – blocks the human TCR-CD3 interaction. actives 0.37% (n = 360,000). inhibition, % at 9.4 µM. AID 651800. TAMRA-labeled TCR probe fluorescence, biochemical; in the data active = inhibition above about 19%;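 also: recombinant mutant TCR 2C K166C tagged with TAMRA read by polarization; 0% = receptor in buffer alone and 100% = receptor with positive control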
# rCAG binder – molecules binding r(CAG) RNA repeats; AID 651821; actives 1.3% (n = 370,000); r(CAG) RNA repeat, TO-PRO-1 dye displacement fluorescence; inhibition, % at 3 µM;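 active = inhibition above the plate cutoff, the mean of all test compounds on that plate plus 3 SD, cut at about 35% in these data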;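 also: 0% = DMSO alone and 100% = 100 µM mitoxantrone as full dye displacement; higher means more dye released from RNA so lower well fluorescence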
# LEDGF integ inh – blocks HIV-1 LEDGF/p75-dependent DNA integration. AID 743269. inhibition, % at 3.7 µM. actives 0.64% (n = 370,000). TR-FRET IN-LEDGF/p75 DNA integration, Eu/Cy5;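 active = inhibition above the screen-wide mean plus 3 SD, cut at about 13% in these data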;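 also: signal is the Cy5 over europium emission ratio at 671 and 618 nm; 0% = plate median of compound wells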
# * hit, by the source's call; i = inactive; / = not tested or not shown.
SMILES,HTRA1 inhibitor,PRMT1 FP inh,ABHD4 inh,MBD2 inh,NPR2 activator,SIAE primary,TDP2 absorb,TCR CD3 inh,rCAG binder,LEDGF integ inh
C/C(=N\N1CCCCC1)c1ccccc1O,5,-2,-1,3,-8,16,-4,-5,-1,1
Cc1cc(C)c(OCCOCCN2CCN(C)CC2)c(Cl)c1,6,0,20,2,0,6,29*,-3,-4,2
Cc1cc(C)c2c(C)nn(C3CCCCC3)c2n1,3,0,3,-5,1,4,4,7,-1,0
CCCCC1CCc2[nH]nc(C(=O)O)c2C1 (stereo unspecified),-3,-3,4,-1,-1,4,6,2,2,0
CCCCn1c(N)c(N(CCOC)C(=O)c2cccc(S(=O)(=O)N(CC)c3ccccc3)c2)c(=O)[nH]c1=O,2,-3,2,4,2,10,-13,0,-3,3
CC1(C)CC(N2CCN(C(c3ccccc3)c3ccccc3)CC2)=CC(=[N+]2CCCCC2)C1,3,0,5,1,3,3,-5,1,3,1
O=C(Cc1cccc2ccccc12)N/N=C/C=C/c1cccc([N+](=O)[O-])c1,-6,-2,7,3,-3,-7,14,1,3,-1
Cc1cc(OC(C)C(=O)NCC2CCC(C(=O)O)CC2)c2c(C)c(Cc3ccccc3)c(=O)oc2c1 (stereo unspecified),-4,2,28,0,-7,-2,-5,-10,4,-4
CN1CCN(c2ccccc2NC(=S)NC(=O)c2cc3ccccc3o2)CC1,-4,2,0,1,2,-3,2,-3,-5,-3
COc1ccc(NC(=O)C2CCN(C(=O)c3ccco3)CC2)c(OC)c1,6,3,0,2,2,0,2,-3,0,-3
COc1ccc2occ(C(=O)c3coc4ccc(O)c(CN(C)C)c34)c2c1,16,4,13,-2,-17,8,8,-2,13,1
COc1ccc(CCNC(=O)Cc2ccccc2)cc1OC,4,-2,-3,-2,2,-3,-14,7,-2,-5
CC(C)C[C@H](NC(=O)N1CCn2c1nc1ccccc12)C(=O)N[C@H](Cc1ccccc1)C(=O)O,1,-3,3,0,6,3,1,-2,26,0
CCOc1cc(C(=O)Nc2cc(=O)n(C)c(=O)n2C)cc(OCC)c1OCC,2,-2,2,0,8,2,13,5,-2,0
CCOC(=O)c1sc(=S)n(-c2cccc(OC)c2)c1N,10,10,4,0,6,8,-4,-7,-2,-3
Cc1nc(C(F)(F)F)ccc1C(=O)N1CCCCCC1(C)C(=O)NCC(C)C (stereo unspecified),/,-4,-10,-2,1,-16,-11,3,-2,1
CCOC(=O)c1[nH]c(C)c(C(=O)N(C)C)c1C,2,3,0,1,4,-2,6,4,1,-1
O=CN1CCN(C(=O)Cc2ccc([N+](=O)[O-])cc2)CC1,1,-1,0,-1,11,-8,12,7,1,2
CCn1c(SCc2c(F)cccc2F)nc2sc3c(c2c1=O)CCCC3,/,2,5,-2,3,-2,3,/,4,-3
CC(=O)Cc1nsc(Nc2ccccc2)n1,3,4,9,-4,1,-2,-8,4,2,1

# Continued; it opens with the 3 that closed the last part.
SMILES,HTRA1 inhibitor,PRMT1 FP inh,ABHD4 inh,MBD2 inh,NPR2 activator,SIAE primary,TDP2 absorb,TCR CD3 inh,rCAG binder,LEDGF integ inh
O=CN1CCN(C(=O)Cc2ccc([N+](=O)[O-])cc2)CC1,1,-1,0,-1,11,-8,12,7,1,2
CCn1c(SCc2c(F)cccc2F)nc2sc3c(c2c1=O)CCCC3,/,2,5,-2,3,-2,3,/,4,-3
CC(=O)Cc1nsc(Nc2ccccc2)n1,3,4,9,-4,1,-2,-8,4,2,1
CCCCN1CCN(C(=O)c2ccc(CNC(=O)c3cccc(Br)c3)cc2)CC1,/,-2,-3,-2,-4,5,-2,/,0,4
Cc1nnc(SCC(=O)Nc2cccc(C(F)(F)F)c2)n1Cc1ccco1,-7,1,-2,4,-2,0,4,-5,-9,1
COc1ccc(CC(=O)Nc2ccccc2N2CCCCC2)cc1OC,/,4,0,-6,-1,3,6,-1,-6,0
O=C(CCn1cnc(-c2ccccc2)c1-c1ccccc1)N/N=C/c1ccccc1O,-14,-3,0,-1,-6,5,-8,4,5,-3
O=C(CSc1nccn1-c1ccc(F)cc1)NCc1ccc2c(c1)OCO2,-4,-2,-2,2,1,4,0,9,0,0
Cc1ccc(C)c(-n2c3nc(=O)n(C)c(=O)c-3cc3ccccc32)c1,4,-1,0,1,-4,-6,-7,-2,-3,-4
CCOC(=O)C(=O)NNc1ccc(C)cc1,6,4,2,3,2,7,8,0,0,1
CCCCCOC(=O)c1c(N)n(CCOC)c2nc3ccccc3nc12,-17,2,-4,-6,8,-3,14,-6,-5,5
c1ccc(-c2nnc(SCC3CCCO3)nc2-c2ccccc2)cc1 (stereo unspecified),-2,4,6,-4,-7,-5,10,-1,-2,1
Cc1ccc(NC(=O)c2nc[nH]c2C(=O)NCc2ccccc2)cc1,-18,0,-9,3,-2,-3,-4,4,2,0
O=C(NCCO)C1(C(=O)C2CC2)CC(c2ccccn2)=NO1 (stereo unspecified),/,1,4,4,-2,7,4,/,0,0
Oc1ccc(N=Nc2ccc3ccccc3c2)cc1,18,5,-6,2,-5,2,3,-2,23,-4
COc1ccc(C(C)=O)cc1COC(=O)CSC(C)C(=O)Nc1cc(C)on1 (stereo unspecified),-6,4,-2,0,1,7,2,-3,-1,1
CC1=C(C)CC2C(=O)N(c3cccc4ccccc34)C(=O)C2C1 (stereo unspecified),5,42*,-1,-2,3,3,3,9,3,1
CCOc1ccc(Br)cc1S(=O)(=O)Nc1ccccc1N1CCOCC1,-13,-1,-5,1,-15,1,-4,2,-1,1
CCCC(C)NNC(=O)c1cc2ccccc2[nH]1 (stereo unspecified),-2,5,-11,7,-2,-5,-11,-4,-3,-1
CS(=O)(=O)N(CC(=O)Nc1c(F)cccc1F)c1cccc([N+](=O)[O-])c1,1,1,-1,3,8,5,-8,-12,-1,2
O=C1NC(c2ccccc2Br)=N/C1=C\c1ccco1,1,5,13,-8,-6,1,-13,5,1,0
CC(C)(C)n1nnnc1C(c1cccc(C#N)c1)N1CCCc2ccccc21 (stereo unspecified),-4,0,-3,1,-6,-4,8,-7,-8,-2
Cc1cccc(Nc2nc(-c3ccc(O)cc3O)cs2)n1,18,3,20,-1,-5,16,3,-5,29,-2
COCc1cc(=O)n2c(-c3ccccc3OC)n[nH]c2n1,3,1,5,8,1,-8,21,-1,6,1
C=CC[C@H](CC(=O)NCCO)C(=O)N[C@@H](COC(=O)[C@@H](CC=C)Cc1ccc(F)cc1)Cc1ccccc1,-4,-1,3,-7,-5,-2,2,4,-11,2
CCOC(=O)C1=C(C)N(CCCCCC(=O)O)C(=O)NC1c1cccc([N+](=O)[O-])c1 (stereo unspecified),1,0,0,2,1,-4,3,-7,5,-1
Cc1ccc(C)c(N2C(=N)S/C(=C\c3ccc(-c4ccccc4C(=O)O)o3)C2=O)c1,-13,7,34*,11,4,2,-8,-3,45*,-4
CCn1c(SCC(=O)Nc2ccc3c(c2)OCCO3)nnc1-c1ccncc1,1,0,5,0,1,-3,10,-1,-5,0
CC1CC(=O)N(c2ccc(N(C)Cc3ccccc3)c([N+](=O)[O-])c2)C1=O (stereo unspecified),-7,-4,-11,-3,-1,2,15,5,-2,4
Cc1cc(C)c(S(=O)(=O)N(C)CC(=O)NCc2ccccn2)c(C)c1,4,-1,-1,-2,-7,-3,1,4,-3,0
O=C(NCc1ccncc1)c1cncc(Br)c1,-9,0,-1,-2,-4,-1,0,-1,0,2
CCOc1ccc2noc3c2c1C(=O)c1ccccc1-3,49*,150*,58*,-11,-6,17*,39*,11,i,12
COc1ccccc1C/C(N)=N/OC(=O)c1cccc([N+](=O)[O-])c1,-8,3,-12,8,4,-8,-7,-5,2,3
Cc1ccc(OCC(O)CN2C(=O)NC(C)(C)C2=O)cc1C (stereo unspecified),-3,4,-1,1,-4,-3,-4,-8,-1,-5
N#CCOc1ccccc1CNC[C@H]1O[C@@H](n2cnc(C(N)=O)n2)[C@H](O)[C@@H]1O,6,-2,0,-4,2,-2,-14,-2,3,1
Cc1cc(C)c(C)c(S(=O)(=O)NCc2ccc(C(=O)N3CCOCC3)cc2)c1C,5,-1,3,-1,-2,-6,-5,9,-5,-4
CCOc1c(C)cc(S(=O)(=O)NCc2cccnc2)c(C)c1C,4,-1,0,-4,5,-1,-9,3,2,1
Cc1ccc(CNC(=O)Cc2csc(Nc3nc(=S)[nH]c4ccccc34)n2)cc1,/,1,4,0,4,-2,-3,4,7,-1
CCOC(=O)C(NC(=O)c1ccc(OC)cc1)(Nc1cc(C)on1)C(F)(F)F (stereo unspecified),0,-1,-6,-2,3,0,12,8,-2,-1
Cc1cc(C)n(-c2cc(N3CCN(S(=O)(=O)c4ccc(Br)cc4)CC3)ccc2[N+](=O)[O-])n1,-19,-3,-7,-7,-8,1,0,0,-1,2
CCCCC[C@@H](C)N1C[C@@H](COCc2ccccc2)Oc2cc(N3CCC[C@H]3CO)ccc2S1(=O)=O,/,0,-6,-5,2,1,-3,2,6,-3
COc1c(C(=O)Nc2ccc3[nH]c(=O)[nH]c3c2)cc2ccccc2c1Br,4,-2,2,3,-6,1,11,0,9,-10
c1ccc(CSc2ncnc3c2oc2ccccc23)cc1,-13,0,-7,-2,-7,0,3,-2,3,12

# Limited to rCAG binder and NPR2 activator, for 2 of the compounds above:
SMILES	rCAG binder	NPR2 activator
CC1=C(C)CC2C(=O)N(c3cccc4ccccc34)C(=O)C2C1 (stereo unspecified)	3	3
CS(=O)(=O)N(CC(=O)Nc1c(F)cccc1F)c1cccc([N+](=O)[O-])c1	-1	8

# (list continues)
SMILES,HTRA1 inhibitor,PRMT1 FP inh,ABHD4 inh,MBD2 inh,NPR2 activator,SIAE primary,TDP2 absorb,TCR CD3 inh,rCAG binder,LEDGF integ inh
O=C(Nc1ccncc1)c1ccc2c(c1)C(=O)N(C1CCCCC1)C2=O,-12,3,-8,1,-2,-2,5,5,1,1
COc1ccc(-c2ccc(OC)cc2C(=O)O)cc1,3,3,-6,2,-2,1,-1,-4,0,1
Clc1ccc(C=NN2CCCCCC2)cc1Cl,-2,-3,3,-6,0,8,-9,-8,1,6
CCOc1cc(C=C2C(=O)c3ccccc3C2=O)ccc1OCC(=O)Nc1ccc(C)cc1,-1,-3,-1,-4,25,4,8,0,3,1
COc1ccccc1OCC(=O)N1CCCC(Nc2cccc(F)c2)C1 (stereo unspecified),1,1,0,2,0,0,-2,3,-5,-4
CCOC(=O)N1CCN(S(=O)(=O)c2ccc(F)c(C(=O)Nc3cc(C)cc(C)c3)c2)CC1,-35,1,2,2,-2,-11,4,-7,4,-3
O=C(NC1CCS(=O)(=O)C1)/C(=C\c1ccco1)NC(=O)c1ccccc1 (stereo unspecified),1,4,9,0,11,8,-13,5,2,-2
Cc1cccc(N2CCN(C(=O)CN3C(=O)NC(C)(C4CC4)C3=O)CC2)c1C (stereo unspecified),2,0,1,-7,-5,11,-5,3,-9,-2

# Not all compounds are listed; the hit share may differ from the screen's.
